From PubChem BioAssay
RGS4 inh = RGS4 inhibitors, primary screen, cell-based, HEK293 M3R inducible RGS4, calcium flux; actives 0.45% (n = 310,000); B-score at 10 µM; Fluo-4 calcium flux; hits give high values; triggered by carbachol at its EC20; AID 463165, 2010; Regulator of G-protein signaling 4 (Homo sapiens), P49798;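 active = B-score, a plate-corrected calcium signal, over three deviations above library mean, with baseline fluorescence within five deviations of library mean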;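 note: RGS4 expression induced by doxycycline in cells with stable M3 receptor; B-score is computed from the integrated fluorescence ratio over baseline after carbachol; higher B-score means a larger calcium signal and so more RGS4 inhibition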
Target sequence (P49798 whole entry, looked up): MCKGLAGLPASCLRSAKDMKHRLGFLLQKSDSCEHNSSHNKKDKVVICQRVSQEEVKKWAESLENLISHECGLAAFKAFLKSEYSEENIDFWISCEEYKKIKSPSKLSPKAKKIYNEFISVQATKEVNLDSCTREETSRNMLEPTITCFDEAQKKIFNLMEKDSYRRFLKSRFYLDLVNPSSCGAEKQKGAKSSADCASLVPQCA
TRPC6 act = mouse TRPC6 channel activators, primary screen, cell-based, HEK293, membrane potential dye. Short transient receptor potential channel 6 (Mus musculus), Q61143. HEK293-TRPC6 membrane potential dye fluorescence; hits give high values. B-score at 10 µM. actives 0.13% (n = 310,000);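 active = B-score of the integrated fluorescence ratio above library mean plus 3 SD, and starting fluorescence ratio within library mean plus 5 SD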;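 note: higher score means more depolarization so channel activation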
TRPC6 inhibitor = mouse TRPC6 channel inhibitors, primary screen, cell-based, HEK293, membrane potential dye; AID 2553, 2010; Short transient receptor potential channel 6 (Mus musculus), Q61143; B-score at 10 µM; ACh-evoked depolarization; hits give low values; actives 1.1% (n = 310,000);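 active = B-score under library mean minus 3 SD, initial fluorescence not abnormally high, positive integrated signal ratio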;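 note: B-score derived from integrated fluorescence ratio over the kinetic read; more negative B-score means stronger inhibition of depolarization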
MrgX1 allo act = positive allosteric modulators of MrgX1, primary screen, HEK293 cells, Fluo-4 calcium flux; Mas-related G-protein coupled receptor member X1 (Homo sapiens), Q96LB2; FDSS; hits give high values; B-score at 10 µM; actives 0.63% (n = 310,000); AID 588675, 2011;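 active = plate-corrected calcium response at least 3 library SD above typical, normal starting fluorescence, not activating the receptor alone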;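 note: compound read alongside a low EC10 to EC30 dose of BAM8-22 agonist; peak minus trough fluorescence over baseline measured at the second addition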
Target sequence (Q96LB2 whole entry, looked up): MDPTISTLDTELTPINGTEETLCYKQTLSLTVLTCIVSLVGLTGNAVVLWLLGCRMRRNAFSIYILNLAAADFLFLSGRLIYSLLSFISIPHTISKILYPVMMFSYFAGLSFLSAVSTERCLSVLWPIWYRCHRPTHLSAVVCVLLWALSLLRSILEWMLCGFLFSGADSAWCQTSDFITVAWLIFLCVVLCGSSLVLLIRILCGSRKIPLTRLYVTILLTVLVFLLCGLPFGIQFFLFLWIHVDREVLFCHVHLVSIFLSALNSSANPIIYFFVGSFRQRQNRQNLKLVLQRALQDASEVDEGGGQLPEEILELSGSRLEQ
SKKanGAS inh = S. pyogenes SKKanGAS growth inhibitors in kanamycin, primary screen, streptokinase expression inhibitor project, SKKanGAS strain, BacTiter-Glo luminescence; inhibition, % at 7.5 µM; actives 1.3% (n = 300,000); 6 h;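 active = mean replicate score, as percent of positive control median, at least 50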;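 note: strain carries kanamycin resistance gene driven by streptokinase promoter and grows in 40 µg/ml kanamycin; loss of luminescence reflects streptokinase promoter inhibition or plain growth inhibition; 0% = median of DMSO wells and 100% = positive control at its reference dose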
HIF activator = HIF pathway transcriptional activators, primary screen, cell-based, U2OS HRE-luciferase, luminescence | activation, % at 7.5 µM (by protocol) | U2OS HRE-luciferase reporter; normalized: DMSO 0%, desferrioxamine 100% | actives 0.32% (n = 300,000);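 active = mean activation of at least 10% of the iron chelator positive control signal, with at least half of replicates also reaching 10%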
Platelet DG rel = inhibitors of platelet dense granule secretion, primary screen, cell-based, MLPCN, human platelets; actives 0.22% (n = 300,000); inhibition, %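 (compounds screened at 7.5 µM in platelet-rich plasma)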; human platelet-rich plasma, SFLLRN dense granule ATP release, luminescence;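 active = mean replicate score, as percent of positive control, at or above 50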
TRPC4 inh = inhibitors of mouse TRPC4 channel, primary screen, Fluo4 calcium, HEK293 TRPC4beta/mu-opioid cells | Short transient receptor potential channel 4 (Mus musculus), Q9QUQ5 | DAMGO-evoked Fluo4 calcium flux; hits give low values | B-score at 10 µM | actives 0.39% (n = 300,000) | AID 2247, 2010;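 active = B-score over 3 SD under the library average, no early fluorescence shift, positive overall ratio signal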
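Assay system – HEK293 line stably carrying TRPC4beta and mu-opioid receptor · Doses – single dose · Detection – Fluo4 calcium-dye fluorescence, kinetic read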
MrgX1 ag = agonists of human MrgX1 receptor, primary screen, HEK293 cells, Fluo-4 calcium flux; actives 0.44% (n = 310,000); B-score at 10 µM; AID 588627, 2011; Fluo-4 calcium fluorescence, agonist mode; hits give high values;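 active = calcium response B-score plate-corrected fluorescence ratio at least 3 library SD, with starting fluorescence B-score inside 5 SD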
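Assay system: MrgX1-expressing HEK293 cells / Amount: fifteen thousand cells per well / Doses: test compound in the initial addition of three / Timing: cells plated overnight, dye loaded 0.5 h 37 °C, 0.5 h room temperature / Technique: kinetic calcium dye fluorescence, Fluo-4 NW / Control set: positive and negative controls per plate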
MrgX1 antagonist = antagonists of human MrgX1 receptor, primary screen, HEK293 cells, Fluo-4 calcium flux; Mas-related G-protein coupled receptor member X1 (Homo sapiens), Q96LB2; BAM8-22 antagonism; hits give low values; B-score at 10 µM; actives 1.3% (n = 310,000); AID 588676, 2011;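 active = calcium-response B-score plate-corrected more than 3 library SD below zero, starting fluorescence within 5 deviations, no agonist response on first addition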;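 note: peak minus trough fluorescence over baseline after final BAM8-22 challenge near maximal dose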
RGS4 act = RGS4 potentiators or activators, primary screen, cell-based, HEK293 M3R inducible RGS4, calcium flux. carbachol calcium flux Fluo4; hits give low values. B-score at 10 µM. actives 0.92% (n = 310,000);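 active = B-score of the integrated calcium signal more than 4 SD below the library mean, with starting fluorescence not abnormally high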;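 note: negative B-score means reduced calcium response which marks RGS4 activation or potentiation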
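System – HEK293 FlpIn-TREx cells, stable M3R, doxycycline-inducible RGS4 · Reagent – ECmax carbachol challenge · Times – compound preincubation 20 min at room temperature before agonist · Technique – Fluo4 fluorescence kinetic imaging of calcium · Measure – B score of integrated Fluo4 ratio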
Numbers without * were called inactive; i = inactive; . = not tested or not shown.

Sequence of screens: RGS4 inh	TRPC6 act	TRPC6 inhibitor	MrgX1 allo act	SKKanGAS inh	HIF activator	Platelet DG rel	TRPC4 inh	MrgX1 ag	MrgX1 antagonist	RGS4 act
CCCCn1c(N)c(N(CC(C)C)C(=O)C2CCN(S(=O)(=O)c3ccc(C)c(C)c3)CC2)c(=O)[nH]c1=O
 : i	i	i	i	7.7	-0.6	-13.4	i	i	i	i
CC1CCCCC1Nc1ncnc2sccc12 (centres undefined)
 : i	i	i	i	-2.8	-0.9	2.5	i	i	i	i
COc1ccc(Nc2ncc(C(=O)O)c3ccccc23)cc1
 : i	i	i	i	-3.9	0.4	-4.5	i	i	i	i
O=C(CN(C1CCCCC1)S(=O)(=O)c1ccccc1)NCc1cccnc1
 : i	i	i	i	1.8	-0.1	4.1	i	i	i	i
Cn1cc2cccc([N+](=O)[O-])c2n1
 : i	i	i	i	-2.6	-0.5	1.5	i	i	i	i
O=C(CCCOc1ccc(Cl)cc1Cl)NCCc1ccccn1
 : i	i	i	i	7.4	-1.4	3.5	i	i	i	i
COc1cc(CCC(=O)N2CCN(c3ncccn3)CC2)cc(OC)c1OC
 : i	i	i	i	-1.1	0.2	11.0	i	i	i	i
Cc1ccccc1N1CC(O)(c2cccs2)[N+]2=C1CCCC2 (centres undefined)
 : i	i	i	i	.	.	.	-9*	i	i	i
COc1cc(Cl)c(NS(=O)(=O)c2ccc(-c3ccc(=O)[nH]n3)o2)c(OC)c1
 : i	i	i	i	3.7	0.3	19.4	i	i	i	i
CS(=O)(=O)Nc1ccc(C(=O)NCCC2=CCCCC2)cc1
 : i	i	i	i	-7.0	2.5	-4.8	i	i	i	i
Cc1cccc(N2CCN(C(=O)CSc3ccsc3[N+](=O)[O-])CC2C)c1 (centres undefined)
 : i	i	i	i	9.0	0.0	-0.9	i	i	i	i
N#Cc1c(-c2cccc(Br)c2)cc(-c2cccnc2)nc1N
 : i	i	i	i	9.8	0.2	-1.3	i	i	i	i
Cc1ccc(Cn2nnnc2CN2CCC(NC(=O)C(C)(C)C)CC2)cc1
 : i	i	i	i	7.3	-0.3	-2.4	i	i	i	i
CCOc1ccc(CCNC(=O)CSc2nnnn2C)cc1OCC
 : i	i	i	i	-2.4	0.1	0.2	i	i	i	i
CCc1ccc(OCC(=O)O/N=C(\N)c2ccncc2)cc1
 : i	i	i	i	-1.1	2.8	-3.7	i	i	i	i

(listing goes on)
Sequence of screens: RGS4 inh	TRPC6 act	TRPC6 inhibitor	MrgX1 allo act	SKKanGAS inh	HIF activator	Platelet DG rel	TRPC4 inh	MrgX1 ag	MrgX1 antagonist	RGS4 act
Cc1cc(-c2ccc(N3C(=O)CCC3=O)c(C)c2)ccc1N1C(=O)CCC1=O
 : i	i	i	i	12.2	0.0	-11.5	i	i	i	i
O=C(CN(C(=O)c1csnn1)c1ccccc1F)NCc1ccc2c(c1)OCO2
 : i	i	i	i	1.3	-0.2	0.7	i	i	i	i
COc1ccccc1Nc1ncc(-c2cccs2)s1
 : i	i	i	i	7.5	3.1	-2.8	i	i	i	i
CCOC(=O)c1c(NC(=O)CSc2nnc(-c3cccnc3)o2)sc(C)c1C
 : i	i	i	i	-0.7	-0.2	-1.3	i	i	i	i
CCNc1[nH]c(=O)n(C)c(=O)c1N=O
 : i	i	i	i	0.1	-0.8	-2.3	i	i	i	i
CC(C)NC(=O)N(O)C1N(C(C)C)C(=O)N(Cc2ccc3c(c2)OCO3)C1(C)C (centres undefined)
 : i	i	i	i	-6.3	0.3	11.0	i	i	i	i
COc1ccc(C(=O)N2CC(c3ccccc3)CC2=O)cc1 (centres undefined)
 : i	i	i	i	4.9	1.0	19.5	i	i	i	i
CCOC(=O)C1CCCN(Cc2nc(N)nc(Nc3ccc(C)cc3)n2)C1 (centres undefined)
 : i	i	i	i	21.3	-1.1	-3.2	i	i	i	i
CCC(C)c1ccccc1OCC(=O)NN1C(=O)c2ccccc2C1=O (centres undefined)
 : i	i	i	i	-2.1	-2.4	3.4	i	i	i	i
CC(=O)n1c2ccccc2c2nc(NC(C)C)sc21
 : i	i	i	i	1.5	1.3	-4.2	i	i	i	i
Cc1nn(Cc2c(Cl)cccc2Cl)c(C)c1C(=O)NCc1ccc(C)n1C
 : i	i	i	i	2.2	-0.2	3.6	i	i	i	i
CCOC(=O)/C(=C\c1ccc(C)cc1)NC(=O)c1ccccc1
 : i	i	i	i	-0.4	0.2	8.6	i	i	i	i
Cc1cc(C(=O)NCC(c2cccs2)N2CCOCC2)ccc1[N+](=O)[O-] (centres undefined)
 : i	i	i	i	-4.5	-0.6	14.2	i	i	i	i
CCCCn1c(=O)[nH]c(=O)c2c1nc(-c1ccccc1F)n2Cc1ccccc1
 : i	i	i	i	-4.7	-1.1	18.5	i	i	i	i
CC(=O)Nc1ccc(S(=O)(=O)NC2(C(F)(F)F)NC(=O)N(C3CCCCC3)C2=O)cc1 (centres undefined)
 : i	i	i	i	-10.3	-0.9	-0.8	i	i	i	i

Next records.
Sequence of screens: RGS4 inh	TRPC6 act	TRPC6 inhibitor	MrgX1 allo act	SKKanGAS inh	HIF activator	Platelet DG rel	TRPC4 inh	MrgX1 ag	MrgX1 antagonist	RGS4 act
CCOC(=O)/C(C#N)=C/Nc1ccccc1OC
 : i	i	i	i	-11.9	3.9	5.6	i	i	i	i
Cn1c(Cc2ccc3c(c2)OCO3)nnc1SCC(=O)N1CCc2ccccc2C1
 : i	i	i	i	-1.4	-0.4	0.8	i	i	i	i
S=C(NCc1ccco1)N1CCN(c2cccc(Cl)c2)CC1
 : i	i	i	i	-5.9	0.4	2.4	-5*	i	i	i
CC(C)Oc1ccc(C(CC(=O)N(C)CCC#N)c2ccc(F)cc2)cc1 (centres undefined)
 : i	i	i	i	-3.4	-0.4	-5.9	i	i	i	i
COc1ccc(N2CCN(Cc3cc(=O)oc4cc(C)c(Cl)cc34)CC2)cc1
 : i	i	i	i	0.5	-0.3	-8.3	i	i	i	i
CCCCC(=NCCc1c(C)[nH]c2ccc(OC)cc12)C1=C(O)CC(c2ccccc2)CC1=O (centres undefined)
 : i	i	i	i	21.4	0.1	-1.7	i	i	i	i
Cc1cc(C)cc(N(CC(=O)O)S(=O)(=O)c2c(C)noc2C)c1
 : i	i	i	i	1.4	-0.8	-1.0	i	i	i	i
CC(NC(=O)COC(=O)/C=C/c1ccc([N+](=O)[O-])cc1)c1ccccc1 (centres undefined)
 : i	i	i	i	-21.5	-0.9	-9.7	i	i	i	i
COc1ccc(C(=O)Nc2cc3c(cc2C#N)OCO3)cc1S(=O)(=O)N1CCN(C)CC1
 : i	i	i	i	-3.4	0.2	1.1	i	i	i	i
CCCCC(=O)Nc1cccc(NC(=O)c2ccc3c(c2)OCO3)c1
 : i	i	i	i	-8.6	1.6	3.8	i	i	i	i
O=CC1=C(N2CCOCC2)/C(=C/c2ccc(Cl)cc2)CC1
 : i	i	i	i	-0.4	0.8	-0.7	.	i	i	i
CCC(C)n1c(-c2cccc(S(=O)(=O)N(CC)CC)c2)n[nH]c1=S (centres undefined)
 : i	i	i	i	-17.2	-0.1	0.5	i	i	i	i
Cc1onc(-c2ccccc2)c1C(=O)c1c[nH]c(C(=O)NCc2ccccn2)c1
 : i	i	i	i	-3.0	-0.4	9.6	i	i	i	i
Cc1ccc(Nc2nc(C(=O)N3CCC(C(=O)NC(C)C)CC3)cs2)cc1
 : i	i	i	i	-4.7	0.1	-2.0	i	i	i	i
CCOc1ccc(C(CCc2ccccc2)NC(=O)c2ccc(OC)c(OC)c2)cc1OCC (centres undefined)
 : i	i	i	i	6.8	-0.7	-2.6	i	i	i	i

Later entries.
Sequence of screens: RGS4 inh	TRPC6 act	TRPC6 inhibitor	MrgX1 allo act	SKKanGAS inh	HIF activator	Platelet DG rel	TRPC4 inh	MrgX1 ag	MrgX1 antagonist	RGS4 act
CC1(C)CC(NCc2ccccc2)CCO1 (centres undefined)
 : i	i	i	i	2.0	0.1	11.4	i	i	i	i
CCc1ccc(C(CC(=O)O)N2Cc3ccccc3C2=O)cc1 (centres undefined)
 : i	i	i	i	5.9	0.3	1.2	i	i	i	i
O=C1CN(C(=O)c2ccc(F)cc2)c2ccccc2N1
 : i	i	i	i	-2.4	-0.6	1.5	i	i	i	i
O=S(=O)(c1ccccc1)c1nc(-c2ccco2)oc1NCCN1CCOCC1
 : i	i	i	i	3.2	0.1	10.1	i	i	i	i
O=C(Cn1cc([N+](=O)[O-])cn1)N1CCN(Cc2ccc3c(c2)OCO3)CC1
 : i	i	i	i	2.0	0.5	10.2	i	i	i	i
CCCCSc1nc2sc3c(c2c(=O)[nH]1)CCC3
 : i	i	i	i	2.0	-0.3	6.6	i	i	i	i
O=C(NNC(=O)c1nn(-c2ccc(F)cc2)ccc1=O)c1ccc(C(F)(F)F)cc1
 : i	i	i	i	1.6	.	.	i	i	i	i
COC(=O)Cn1c(CCS(=O)(=O)c2ccc(C)cc2)nc2ccccc21
 : i	i	i	i	-4.4	-0.1	-1.0	i	i	i	i
Cc1cccnc1NC(=O)c1ccc(Br)o1
 : i	i	i	i	16.6	-0.1	3.3	i	i	i	i
COC(=O)c1nn(-c2ccc(OC)cc2)c(=O)cc1Sc1ccc(C)cc1
 : i	i	i	i	-2.4	-0.4	1.2	i	i	i	i
Cc1nc2ccccn2c1-c1ccnc(=S)[nH]1
 : i	i	i	i	-2.1	0.0	-1.1	i	i	i	i
O=C(COc1cccc(C(F)(F)F)c1)NNC(=O)Cn1c(=O)cnc2ccccc21
 : i	i	i	i	-4.2	0.4	3.6	i	i	i	i
CCc1c(C)nc2c(Br)cccc2c1SCCC#N
 : i	i	i	i	-17.3	0.6	-1.1	i	i	i	i
CC1(C)Cc2nc3sc4c(SCC(=O)NCc5ccccc5)ncnc4c3cc2CO1
 : i	i	i	i	2.0	0.6	-0.1	i	i	i	i
C/C(=N\NC(=O)c1nnn(-c2nonc2N)c1-c1cccs1)c1ccncc1
 : i	i	i	i	1.3	0.0	5.8	i	i	i	i
